From PubChem
Giardia killer – Giardia lamblia killing; activity change, % at 7.66 µM, hits read low; 340,000 compounds, 0.15% hits; Giardia lamblia trophozoite viability; in the data active means activity change below about -80%; inconclusive means between about -30% and that limit;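 further: parasites exposed to compound for two days anaerobically before the ATP read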
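Killing of trophozoites was scored by loss of ATP luminescence after a 48 hrs anaerobic exposure to compounds at 37 deg C, using 100 cells per well.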
uPA surface inh – inhibitors of cell surface uPA generation. cell surface uPA generation assay, qHTS. Potency, µM (titrated, usually from 38.3 µM), inactives show top-dose activity change, negative = inhibition, usual class: inhibitors. 330,000 compounds, 0.31% hits; active means well fitted inhibition curve with a large enough effect; inconclusive means small, poorly fitted or top-dose-only effect; inactive means no such curve, though single readings can be large or run the other way; tested in mouse RAW 264.7 cells; further: potency means the concentration at half of the fitted maximal effect; nearly all actives have a fitted effect of over 55% in size
KCNH2 3.1 block – inhibitors of human KCNH2 3.1 potassium channel isoform. activity change, % (tested at about 1.8 µM). AID 720553. U2OS KCNH2 3.1, thallium flux FluxOr; hits give low values. 340,000 compounds, 0.95% hits;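 active means maximum activity change below -70%; inconclusive means maximum activity change from -70% to -50%; inactive means maximum activity change above -50%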;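 further: thallium influx rate constant from kinetic fluorescence after stimulation buffer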
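Thallium flux read-out: FluxOr dye with Red40 quencher in HBSS/HEPES, 45 min at RT. Rate constants from kinetic reads were normalized to positive and negative DMSO controls. Cells: U2OS virally expressing the 3.1 isoform.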
B2AR arrestin – agonists driving beta-arrestin recruitment to human beta2-adrenergic receptor | beta-arrestin recruitment to beta2AR, cell-based reporter | P07550 | Potency, µM (top dose mostly 46.1 µM), for inactives: top-dose activation, most hits filed as activators | 330,000 compounds, 0.02% hits | AID 492947;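 further: potency means the concentration at half of the fitted maximal effect; 0% = DMSO controls and full agonism = EC100 isoproterenol or metaproterenol; nearly all actives have a fitted effect of over 65% in size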
GALK inhibitor – galactokinase (human) inhibition; P51570; Purified GALK, Kinase-Glo residual ATP luminescence; Potency, µM (titrated, usually from 57.5 µM), without a hit: top-dose activity change, negative = inhibition, usual class: inhibitors; 270,000 compounds, 0.007% hits; AID 1868; further: potency means the concentration at half of the fitted maximal effect
Target sequence (P51570 whole entry, looked up): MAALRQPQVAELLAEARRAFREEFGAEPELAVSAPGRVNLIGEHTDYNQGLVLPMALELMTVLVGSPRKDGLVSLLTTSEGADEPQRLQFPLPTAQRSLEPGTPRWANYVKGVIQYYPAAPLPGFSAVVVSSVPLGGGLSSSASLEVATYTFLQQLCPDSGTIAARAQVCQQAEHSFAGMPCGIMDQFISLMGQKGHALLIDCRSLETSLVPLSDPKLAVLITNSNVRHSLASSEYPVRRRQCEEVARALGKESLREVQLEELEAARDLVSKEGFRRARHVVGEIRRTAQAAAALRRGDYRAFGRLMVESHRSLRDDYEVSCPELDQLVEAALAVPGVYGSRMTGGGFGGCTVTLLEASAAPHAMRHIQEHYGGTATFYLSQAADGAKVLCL
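Luminescence from leftover ATP (Ultra-Glo luciferase/luciferin) served as read-out after a 1 h room-temperature reaction of 5 nM GALK with 35 uM ATP and 100 uM galactose.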
FBPA coupling cs – coupling enzyme interference in Giardia aldolase counter-screen. coupling enzyme system counterscreen, AmpLite Red fluorescence. activity change, negative = inhibition, % at 58.2 µM, hits read low. 290,000 compounds, 0.67% hits; in the data active means activity change below about -30%
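Activity here indicates interference with the coupling reaction, not aldolase inhibition. Compounds at 57.5 uM final met coupling enzymes for 10 min at RT; substrate and AmpLite Red detection followed, with a 525/598 nm fluorescence read after 20 min.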
USP2a block – USP2a (human) protease inhibition; O75604; USP2 core, Ub-CHOP2 coupled fluorogenic reporter, 485/531; Potency, µM (series often up to 38.3 µM), without a hit: at the highest dose activity change, negative = inhibition, most hits filed as inhibitors; 330,000 compounds, 0.01% hits;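 further: potency means the concentration at half of the fitted maximal effect; plate controls were DMSO wells for no effect and full inhibition by NEM control for full effect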
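Cell-free coupled assay: 10nM USP2 core preincubated 30min RT with compound in Tris-HCl pH 8.0/CaCl2/CHAPS buffer, then 25nM Ub-CHOP2 and 25nM reporter substrate; fluorescence (Ex 485/Em 531) read after 60min RT, normalized to NEM inhibition, concentration-response curves fitted.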
PKM2 act – PKM2 (human) enzyme activation | Potency, µM (top dose mostly 57.5 µM), for the others: at the highest dose activation, most hits filed as activators | purified PKM2, Kinase-Glo ATP luminescence, activation; response scale: 0% is enzyme alone, no compound | P14618 | 260,000 compounds, 0.34% hits; further: potency means the concentration at half of the fitted maximal effect; nearly all actives have a fitted effect of over 55% in size
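Kinase-Glo luminescence reports ATP generated from ADP (0.1 mM) and PEP (0.5 mM) by purified hPK-M2 after 1 h at room temperature, pH 7.2 imidazole buffer; intermediate enzyme activity allows detecting inhibitors and activators.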
Eya2 phos inh – blocks the phosphatase activity of human Eya2; Potency, µM (titrated, usually from 76.9 µM), inactives show at the highest dose activity, negative = inhibition, hits mostly inhibitors; 330,000 compounds, 0.006% hits; O00167; recombinant Eya2, OMFP fluorescence dephosphorylation (OMFP is methylfluorescein phosphate); further: potency means the concentration at half of the fitted maximal effect
Target sequence (O00167 whole entry, looked up): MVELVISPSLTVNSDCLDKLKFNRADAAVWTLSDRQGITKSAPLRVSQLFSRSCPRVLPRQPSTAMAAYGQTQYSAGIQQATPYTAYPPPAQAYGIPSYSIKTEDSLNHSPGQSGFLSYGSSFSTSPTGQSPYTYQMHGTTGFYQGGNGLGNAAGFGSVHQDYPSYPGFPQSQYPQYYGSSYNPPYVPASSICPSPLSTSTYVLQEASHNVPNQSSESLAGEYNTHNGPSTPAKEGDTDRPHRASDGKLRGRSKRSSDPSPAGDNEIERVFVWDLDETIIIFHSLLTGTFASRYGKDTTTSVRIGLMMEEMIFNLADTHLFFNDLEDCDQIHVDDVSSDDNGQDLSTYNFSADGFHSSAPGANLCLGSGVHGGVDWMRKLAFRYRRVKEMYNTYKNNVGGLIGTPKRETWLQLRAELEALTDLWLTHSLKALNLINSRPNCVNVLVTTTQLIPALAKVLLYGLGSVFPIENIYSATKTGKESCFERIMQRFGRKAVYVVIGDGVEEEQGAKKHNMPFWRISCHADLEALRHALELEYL
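Eya2 (0.2 uM) preincubated 10 min at ambient with compound, then OMFP substrate added at 50 uM; 10 min reaction in 50 mM HEPES pH 7.5, 50 mM NaCl, 5 uM MgCl2, 0.05% BSA, 1 mM DTT. Fluorescence read at Ex 485/Em 525 nm.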
hERG WT inh – inhibitors of human wildtype KCNH2 potassium channel; U2OS, BacMam KCNH2, thallium flux FluxOr; hits give low values; activity change, % at 1.84 µM; 340,000 compounds, 0.37% hits; AID 720551;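 active means maximum activity change below -70%; inconclusive means maximum activity change between -70% and -50%; inactive means maximum activity change above -50%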
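U2OS cells were transduced with wild-type KCNH2 virus (2.03 x 10^8 / mL) for 4 h at room temperature, then cultured overnight at 37 C. Thallium flux was read with FluxOr dye. Rate constants were normalized to DMSO controls.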
BCR signal inh – chronic active BCR signaling inhibition. 340,000 compounds, 0.05% hits. AID 493014. Potency, µM (series often up to 46.1 µM), for inactives: at the highest dose ratio change, negative = lower green/red ratio, actives largely listed as inhibitors. ABC-DLBCL IkBa-CBG/CBR reporter, luminescence ratio, 4 h; active means well fitted inhibition curve with a large enough effect in the signal ratio, with a control signal flat, not every such curve was filed as active; inconclusive means small, poorly fitted or top-dose-only effect, or effect the other way, or a change in a side signal; the % refers to the signal ratio;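 further: potency means the concentration at half of the fitted maximal effect; plate controls were basal doxycycline-induced cells for no effect and cells given 10 µM MG132 for full effect; MG132 reads +100%, hits lower the ratio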
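Compounds up to 46 uM were incubated four hours with TMD8 cells whose green CBG68 luciferase is fused to IkappaBalpha; red CBR luminescence normalised the signal, and concentration-effect curves were fitted to fusion, red and ratio data.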
The depositor's hits bear a star; ? = inconclusive; . = not tested or not shown; [ ] = remark or other dose. Unless noted, the call rests on the fitted dose curve; in most records, active means well fitted curve in the direction sought with a large enough effect; inconclusive means small, poorly fitted or top-dose-only effect, or another doubt; inactive means no such curve, though single readings can be large; an effect the other way counts as inactive or inconclusive. Unless noted, on the % scale 0 is the no-effect control and ±100 the full control effect.

#1 COc1ccc(-n2nc(C(=O)NCC(=O)N3CCCCCC3)c3ccccc3c2=O)cc1OC
#2 CCOc1cc(-c2ccc(N)c(OCC)c2)ccc1N
#3 O=C(NNC(=O)c1ccc(SCC2CCCO2)c([N+](=O)[O-])c1)c1ccc(F)cc1 (configuration not stated)
#4 CN(C)c1ccc(/C=C/c2ccc3ccccc3[n+]2C)cc1
#5 O=C(COC(=O)C1CC1)NCCNC(=O)COC(=O)C1CC1
#6 O=C(N/N=C/c1cccs1)c1ccc(NC(=O)c2ccccc2Cl)cc1
#7 CCOC(=O)c1c(NC(=O)CSc2nc3ccc(C)cc3[nH]2)sc2c1CC(C)(C)NC2(C)C
#8 O=C(CCc1nnc(CCCCc2ccccc2)o1)NC(c1cccnc1)C(F)(F)F (configuration not stated)

assay / entry	1	2	3	4	5	6	7	8
Giardia killer	-20	24	4	-18	21	-7	-4	12
uPA surface inh	-9%	5%	.	-15%	9%	9%	-9%	11%
KCNH2 3.1 block	22	3	9	-3	0	-3	-14	5
B2AR arrestin	0.0%	-0.3%	-1.7%	-0.7%	-0.2%	-0.2%	-0.7%	-0.7%
GALK inhibitor	-2%	-2%	-2%	6%	.	-1%	.	12%
FBPA coupling cs	-1	-5	0	-5	.	1	.	1
USP2a block	1%	2%	2%	0%	4%	4%	3%	1%
PKM2 act	2%	-9%	-7%	-32%	.	-10%	.	-9%
Eya2 phos inh	-2%	-2%	18%	7%	-28%	0%	9%	-14%
hERG WT inh	-1	2	1	-1	32	5	4	0
BCR signal inh	2%	-11%	-1%	?	0%	2%	0%	-6%

#9 C#CCOCCOCCOCCNc1nc(N2CCN(C(=O)C([C@@H](C)O)n3cc([C@@H](N)CCCCN)nn3)CC2)nc(N2CCN(C(=O)[C@H](CC(N)=O)n3cc([C@@H](N)C(C)C)nn3)CC2)n1 (some centres not stated)
#10 Cc1ccccc1CC1(CO)CCCN(C(=O)c2ccc3ncccc3c2)C1 (configuration not stated)
#11 COc1cc(OC)c(OC)cc1C#N
#12 COc1ccc(NC(=O)c2oc3ccccc3c2NC(=O)C2CC2)c(OC)c1
#13 CCOc1ccccc1NC(=O)CN1c2cccc3cccc(c23)S1(=O)=O
#14 Cc1cc(=O)n2nc(N3CCCC3C(=O)Nc3ccc(C(C)C)cc3)sc2n1 (configuration not stated)
#15 COc1ccc(C2=NS(=O)(=O)N(C)C(C(=O)Nc3ccc(C)cc3)=C2)cc1
#16 O=C(CN1C(=O)c2ccccc2S1(=O)=O)Nc1ccc(S(=O)(=O)N2CCCCC2)cc1

assay / entry	9	10	11	12	13	14	15	16
Giardia killer	2	11	0	23	4	17	-25	-3
uPA surface inh	6%	-2%	1%	-6%	-3%	7%	1%	4%
KCNH2 3.1 block	-2	-2	-7	12	-6	-1	-4	-4
B2AR arrestin	-0.4%	-0.4%	-0.3%	0.4%	0.1%	-0.8%	2.1%	.
GALK inhibitor	.	1%	-1%	-3%	.	.	.	5%
FBPA coupling cs	.	0	0	.	.	1	-2	2
USP2a block	2%	1%	3%	2%	-2%	0%	4%	.
PKM2 act	.	-4%	0%	.	.	2%	0%	-2%
Eya2 phos inh	-4%	2%	-2%	5%	-17%	-10%	-26%	.
hERG WT inh	1	4	-6	0	25	-8	-7	2
BCR signal inh	3%	-12%	3%	6%	?	8%	10%	.

#17 COC(=O)N1N=C(c2ccccc2)CC1(O)C(F)(F)F (configuration not stated)
#18 COc1cc(NC(=O)C2CC(c3cccc(Br)c3)=NO2)cc(OC)c1OC (configuration not stated)
#19 COc1ccc(S(=O)(=O)N2CCc3ccccc32)cc1C(=O)NCc1ccco1
#20 CC(=O)Nc1ccc(Sc2ncccc2C(=O)Nc2ccc(F)cc2)cn1
#21 CCOC(CCNC(=O)CCC(=O)Nc1ccc2nc(N3CCN(C)CC3)cc(C)c2c1)OCC
#22 O=C(Nc1ccc(Oc2ccccc2)nc1)C1CCN(Cc2ccccc2)CC1
#23 CS(=O)c1ccccc1COC(=O)Nc1ccc(Cl)cc1 (configuration not stated)
#24 Cn1c(CNC(=O)Nc2cccc(Cl)c2)nnc1SCc1ccccc1

assay / entry	17	18	19	20	21	22	23	24
Giardia killer	-8	8	3	-3	-1	?	-3	9
uPA surface inh	-7%	4%	-7%	8%	4%	4%	-7%	6%
KCNH2 3.1 block	7	1	0	13	0	-7	.	-7
B2AR arrestin	-3.4%	-0.5%	-0.9%	0.0%	-1.2%	-0.5%	-0.4%	-0.3%
GALK inhibitor	-1%	-8%	.	-2%	2%	-1%	0%	1%
FBPA coupling cs	1	4	.	0	2	.	-7	1
USP2a block	1%	-14%	-8%	-1%	4%	2%	-1%	0%
PKM2 act	6%	6%	.	0%	.	-11%	7%	-2%
Eya2 phos inh	14%	-6%	-10%	12%	-19%	1%	-17%	-6%
hERG WT inh	-4	23	-6	0	-1	31	-1	-1
BCR signal inh	3%	?	?	?	?	-5%	?	?

#25 CCC(=O)Nc1cccc(NC(=O)c2cccnc2)c1
#26 CNC(=S)NC1(C)CCS(=O)(=O)C1 (configuration not stated)
#27 CCc1nnc(NC(=O)CN2CCN(C3CCCCC3)CC2)s1
#28 CCCCc1nc(NCC2CCCO2)c(C#N)c2c1COC(C)(C)C2 (configuration not stated)
#29 CCOC(=O)C(=O)Nc1ccc(OC)c(Cl)c1
#30 COC(=O)C(O)(NC(=O)c1ccncc1)C(F)(F)F (configuration not stated)
#31 COc1ccc(S(=O)(=O)NC(C)C(=O)NCc2ccc3c(c2)OCO3)cc1OC (configuration not stated)
#32 COc1ccc(-c2cc(C(=O)Nc3cc(C)nn3-c3ccccc3)no2)cc1OC

assay / entry	25	26	27	28	29	30	31	32
Giardia killer	5	28	1	-4	20	4	-19	27
uPA surface inh	2%	3%	5%	5%	-1%	-15%	-6%	8%
KCNH2 3.1 block	19	-4	9	-5	6	4	-1	2
B2AR arrestin	0.4%	-0.4%	-0.7%	0.0%	0.0%	-0.7%	-1.2%	-0.1%
GALK inhibitor	-1%	-1%	2%	0%	5%	1%	14%	0%
FBPA coupling cs	0	1	-2	1	0	1	2	4
USP2a block	2%	2%	-8%	-2%	1%	0%	1%	1%
PKM2 act	-6%	0%	3%	-18%	3%	-2%	1%	-1%
Eya2 phos inh	2%	9%	-5%	-9%	-4%	-4%	3%	1%
hERG WT inh	-9	-1	20	-21	-4	1	2	3
BCR signal inh	-2%	-2%	?	3%	?	-2%	0%	-16%

Numbers 25 through 27 of the list above:
#25 CCC(=O)Nc1cccc(NC(=O)c2cccnc2)c1
#26 CNC(=S)NC1(C)CCS(=O)(=O)C1 (configuration not stated)
#27 CCc1nnc(NC(=O)CN2CCN(C3CCCCC3)CC2)s1

assay / entry	25	26	27
Giardia killer	5	28	1
uPA surface inh	2%	3%	5%
KCNH2 3.1 block	19	-4	9
B2AR arrestin	0.4%	-0.4%	-0.7%
GALK inhibitor	-1%	-1%	2%
FBPA coupling cs	0	1	-2
USP2a block	2%	2%	-8%
PKM2 act	-6%	0%	3%
Eya2 phos inh	2%	9%	-5%
hERG WT inh	-9	-1	20
BCR signal inh	-2%	-2%	?

Further compounds
#33 Cc1ccccc1OCCn1cc(C(=O)C(=O)N2CCOCC2)c2ccccc21
#34 C=CCC1=C/C(=C\c2c(N)n3nc(CC(=O)N4CCOCC4)sc3nc2=O)C=C(OC)C1=O
#35 COc1cccc(C(=O)Nc2c(C(N)=O)oc3ccccc23)c1
#36 CCc1ccccc1NC(=O)Cn1nc(C)n2cccc2c1=O
#37 NC(=O)CN1C(=O)C(O)(CC(=O)/C=C\C=C\c2ccccc2)c2ccccc21 (configuration not stated)
#38 COc1cc2c(cc1OC)-c1cc(Nc3ccccc3)nc(=O)n1CC2
#39 Cc1c(Cl)c(C(=O)NC2CCCC2)nn1C
#40 O=C(CN1CCN(Cc2ccccc2)CC1)Nc1nnc(C(F)(F)F)s1
#41 Cc1ccc(O)c(N=Nc2ccc(S(=O)(=O)N3CCCC3)cc2)c1

assay / entry	33	34	35	36	37	38	39	40	41
Giardia killer	-1	-8	25	26	-4	0	-10	5	-1
uPA surface inh	1%	11%	-2%	8%	-5%	-2%	2%	27%	-11%
KCNH2 3.1 block	-18	12	10	-1	-14	4	2	-1	-6
B2AR arrestin	-1.2%	-0.9%	-0.7%	0.3%	0.0%	-1.0%	0.4%	0.3%	-0.6%
GALK inhibitor	-3%	1%	-3%	1%	1%	.	-3%	3%	8%
FBPA coupling cs	-1	8	-5	2	1	9	-2	3	2
USP2a block	-1%	13%	4%	1%	3%	0%	1%	1%	-6%
PKM2 act	-1%	5%[0.46 µM]	3%	.	-25%	-7%	4%	-31%	-4%
Eya2 phos inh	-2%	11%	-35%	?	1%	-14%	-3%	10%	?
hERG WT inh	5	-4	-20	-11	7	-3	10	15	1
BCR signal inh	?	16%	?	-1%	?	?	19%	6%	6%
